Bioassay records (PubChem)
NR2E3 ag-1: NR2E3 (human) agonism | GST-NR2E3/biotin-RetCOR TR-FRET, 1536-well | inhibition of corepressor binding, % at 4.78 µM | actives 0.12% (n = 320,000) | AID 2300;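 active = percent inhibition above the cutoff of mean plus 3 SD of all tested compounds, set per screening campaign, cut at about 20% in these data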;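 note: 0% = DMSO wells and 100% = biotin wells as full block of FRET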
Target sequence (Q9Y5X4 whole entry, looked up): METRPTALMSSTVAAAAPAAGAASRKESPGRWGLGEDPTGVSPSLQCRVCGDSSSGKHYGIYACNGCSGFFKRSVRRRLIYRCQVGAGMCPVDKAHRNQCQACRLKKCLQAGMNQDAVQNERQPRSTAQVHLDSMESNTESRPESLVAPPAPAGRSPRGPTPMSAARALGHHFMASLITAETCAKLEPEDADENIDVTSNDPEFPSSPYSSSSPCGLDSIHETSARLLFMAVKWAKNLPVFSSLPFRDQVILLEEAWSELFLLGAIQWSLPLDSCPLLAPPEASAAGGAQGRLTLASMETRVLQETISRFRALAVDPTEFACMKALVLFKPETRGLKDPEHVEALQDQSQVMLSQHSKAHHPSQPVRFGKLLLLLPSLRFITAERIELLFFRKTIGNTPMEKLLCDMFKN
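Test system – NR2E3–RetCOR corepressor complex · Quantity – NR2E3 fusion 1.35 nM · Buffer or medium – Tris pH 7.5 · Incubation – Compound–protein incubation for 5 h at 4 °C · Technique – TR-FRET, Eu(K)-anti-GST donor, streptavidin-D2 acceptor, ex 340, em 617/671 nm · Evaluation – percent inhibition of 671/617 nm emission ratio versus biotin and DMSO controls · Plate – 1536-well format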
TWEAK Fn14 block: inhibitors of TWEAK-Fn14 interaction signaling. TWEAK-stimulated Fn14 reporter cells, luciferase luminescence, 8 h. actives 2% (n = 360,000). inhibition, % at 10 µM; in the data active = inhibition above about 50%
Peg3 prom inh: inhibitors of Peg3 promoter | actives 1.7% (n = 360,000) | HeLa PEG-Prom luciferase reporter, luminescence, overnight | inhibition, % at 20 µM;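 active = inhibition of at least 50% at 20 µM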
NR2E3 ag-2: human photoreceptor-specific nuclear receptor agonism. inhibition of corepressor binding, % at 3.98 µM. actives 0.35% (n = 360,000). CHO-S Gal4-NCOR/VP16-NR2E3 two-hybrid, luciferase. AID 602229;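 active = inhibition above the mean of all tested compounds plus 3 SD, cut at about 70% in these data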;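 note: 0% = DMSO with NR2E3 transfected cells and 100% = cells lacking NR2E3 construct; higher means lower luciferase signal from less NR2E3 corepressor binding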
MITF TRPM1 inh: MITF TRPM1 promoter inhibition in SK-MEL-5 cells; SK-MEL-5 TRPM1 promoter luciferase, 24 h; inhibition, % at 12.5 µM; actives 0.83% (n = 330,000); AID 488899;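 active = mean inhibition across replicates of 60% or more, whatever share of single replicates reaches that level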; note: values of inactives mirror those of a sister screen read the other way
TROY NFkB inh: inhibitors of TROY-dependent NF-kB signaling; Q293 LMP1-TROYcd NF-kB luciferase reporter, 4 h; inhibition, % at 10 µM; actives 0.98% (n = 360,000);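 active = compounds whose plate-normalised and pattern-corrected inhibition of the luciferase reporter signal at the single screening dose is 50% or more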
C8 TRAIL sens: caspase-8 TRAIL sensitization; actives 1% (n = 360,000); NB7+C8 cells + TRAIL, ATPlite viability luminescence; inhibition (viability loss, TRAIL sensitization), % at 10 µM;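 active = compounds causing at least 50% loss of cell viability in the single-dose screen, relative to plate controls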
KKLEB tox: CF airway cell cytotoxicity counter-screen; AID 602141; actives 0.36% (n = 360,000); activity change (cytotoxicity), % at 5 µM; KKLEB CF airway cells viability, ATPlite luminescence, overnight; stronger effect = lower value; cells stimulated with P. aeruginosa culture filtrate;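 active = corrected activity change at or below -50% at 5 µM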
CF NFkB block: blocks PAF-induced NF-kB reporter in cystic fibrosis cells; actives 0.86% (n = 360,000); KKLEB NF-kB-GFP reporter, GFP fluorescence overnight; inhibition, % at 5 µM;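 active = at least 50% inhibition at 5 µM, scaled per plate between neutral and stimulator controls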;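 note: PAF is a Pseudomonas aeruginosa culture filtrate used as stimulus; plate controls were PAF-stimulated DMSO wells for no effect and unstimulated DMSO wells for full effect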
HIF-2a inh: HIF-2a inhibition; 786-0 RCC cells HIF-2a reporter, luciferase luminescence, overnight; inhibition, % at 18.8 µM; AID 624352; actives 0.72% (n = 360,000);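 active = inhibition of the luminescence signal of 40% or more relative to plate controls, in a single-dose primary screen at 18.75 µM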
Shn3 inh set2: Schnurri-3 reporter inhibition in Clone20 osteoblasts | Clone20 osteoblast Shn3 3'UTR firefly luciferase, 24 h | inhibition, % at 12.5 µM | actives 0.52% (n = 360,000);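 active = mean inhibition of at least 75% with every replicate also reaching 75%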;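 note: 0% = median of neutral control wells and 100% = pilot-screen positive control compound; some compounds past the cut are filed as inactive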
The depositor's hits bear a star; x = no result given. A portion of the library, so the mix of outcomes need not match the whole.

[1] CCCOc1ccc(N2C(=O)C3C(C(C)C)NC4(C(=O)c5ccccc5C4=O)C3C2=O)cc1 (stereo not drawn)
[2] CSc1ccc(Cn2nnc(C(=O)Nc3ccc(C)c(C)c3)c2N)cc1
[3] CN(C)S(=O)(=O)c1ccc2oc(SCC(=O)Nc3ccccc3F)nc2c1
[4] O=C(O)c1ccc(COc2cccc(CO)c2)cc1
[5] CCc1ccccc1S(=O)(=O)c1c(C)cc(C)nc1Cl
[6] CCSc1nc(C)cc(C)c1S(=O)(=O)c1ccccc1C
[7] COc1ccc(OC)c(NC(=O)C2CC(=O)n3ncnc3N2)c1 (stereo not drawn)
[8] COc1ccc(CC(=O)Nc2ccc(S(=O)(=O)N3CCN(C)CC3)cc2)cc1
Compound | 1 | 2 | 3 | 4 | 5 | 6 | 7 | 8
C8 TRAIL sens | 1 | -11 | 20 | 1 | -9 | -4 | 3 | -2
TWEAK Fn14 block | 9 | -10 | -34 | 9 | -1 | -11 | -16 | 14
TROY NFkB inh | 11 | -32 | -36 | -18 | 8 | -4 | -23 | -5
NR2E3 ag-2 | -2 | -30 | -132 | -75 | -13 | -48 | -6 | 1
HIF-2a inh | 12 | -86 | -273 | -126 | 23 | 24 | 17 | 8
Shn3 inh set2 | 9 | -52 | -68 | -34 | 17 | 21 | -21 | -7
CF NFkB block | 1 | -5 | 2 | -8 | 11 | 13 | -7 | -21
KKLEB tox | -6 | 12 | -11 | -1 | 0 | -5 | 3 | -17
Peg3 prom inh | -1 | -31 | -279 | -90 | 16 | 17 | 0 | 1
NR2E3 ag-1 | 0 | 1 | -2 | 3 | -4 | 0 | -5 | 2
MITF TRPM1 inh | -3 | x | -105 | -27 | 8 | 3 | -1 | -4

[9] COc1ccc(CNC(=O)CN(c2ccc(OC)cc2)S(=O)(=O)c2c(C)[nH]c(=O)[nH]c2=O)cc1
[10] CN(Cc1cn(C)nc1-c1ccccc1F)CC1CCCCO1 (stereo not drawn)
[11] CC1=CN2C(=N)/C(=C/c3ccc([N+](=O)[O-])o3)C(=O)N=C2S1
[12] CCOC(=O)c1cc(NC(=O)Nc2ccccc2OC)c(C)nc1C
[13] CN1CCN(C(=O)CC2(CC(=O)O)CCCC2)CC1
[14] O=C(CCn1cnc2ccccc2c1=O)Nc1nc2c(s1)CCCC2
[15] COc1ccc(C(=O)CCC(=O)N2CCN(c3cc(C)ccc3C)CC2)cc1
[16] FC(F)(F)c1cnc(Sc2nc3nccc(-c4ccc(Cl)cc4)n3n2)c(Cl)c1
Compound | 9 | 10 | 11 | 12 | 13 | 14 | 15 | 16
C8 TRAIL sens | -11 | -2 | 2 | 1 | -7 | -7 | 13 | 20
TWEAK Fn14 block | -16 | 7 | 45 | 4 | 10 | -10 | 7 | 9
TROY NFkB inh | -1 | 8 | -19 | -16 | 16 | -19 | 26 | 5
NR2E3 ag-2 | -2 | 27 | -16 | -6 | -35 | 1 | 38 | -2
HIF-2a inh | 0 | 1 | 67* | 16 | 22 | 8 | 1 | -1
Shn3 inh set2 | -14 | 6 | 94* | 24 | -1 | -3 | 16 | -11
CF NFkB block | 11 | 13 | 51* | 0 | 10 | 34 | 9 | 5
KKLEB tox | 2 | -4 | -49 | -22 | -8 | -19 | -8 | -20
Peg3 prom inh | -5 | 3 | 107* | 24 | 11 | -7 | -5 | 14
NR2E3 ag-1 | -2 | 3 | 4 | 5 | 2 | 2 | 0 | 5
MITF TRPM1 inh | -9 | -5 | 89* | -10 | 29 | -5 | 7 | -3

[17] Cc1ccc(S(=O)(=O)NC2CC(C)(C)NC(C)(C)C2)c(C)c1C
[18] CSCCNC(=O)c1ccc(OC2CCN(CCc3ccccc3)CC2)cc1
[19] Cc1cc2c(cc1C)C(c1cc(Br)ccc1F)CC(=O)N2 (stereo not drawn)
[20] O=C(NC(c1ccccc1)c1ccccc1)c1ccc(S(=O)(=O)C(F)F)cc1
[21] COc1ccc(C2C(C#N)=C(N)N(c3ccccc3C#N)C3=C2C(=O)CCC3)cc1CN1CCCC1 (stereo not drawn)
[22] CCOC(=O)N1CCC(N(CCOC)C(=O)Nc2ccc(Cl)cc2)CC1
[23] C#CCOCCOCCOCCNc1nc(N2CCN(C(=O)[C@H](CCCCN)n3cc(CN)nn3)CC2)nc(N2CCN(C(=O)[C@H](CCCCN)n3cc(CN)nn3)CC2)n1
[24] COCCN(C(=O)c1cc2c(s1)CCCCC2)c1c(N)n(Cc2ccccc2)c(=O)[nH]c1=O
Compound | 17 | 18 | 19 | 20 | 21 | 22 | 23 | 24
C8 TRAIL sens | 5 | 3 | 12 | 2 | 9 | -19 | -4 | -5
TWEAK Fn14 block | 20 | 2 | 6 | 13 | 0 | -31 | 6 | 24
TROY NFkB inh | -4 | -5 | 6 | 5 | -3 | -39 | -4 | 0
NR2E3 ag-2 | -10 | 2 | -43 | -6 | 14 | -8 | -18 | 9
HIF-2a inh | 20 | -4 | 19 | 9 | 5 | -39 | 5 | 1
Shn3 inh set2 | 1 | -1 | 16 | 10 | 4 | 5 | -2 | -6
CF NFkB block | 12 | 6 | 17 | 0 | 1 | -1 | -18 | -30
KKLEB tox | -3 | 1 | -15 | -5 | -2 | 7 | 2 | 0
Peg3 prom inh | 3 | -40 | 8 | 5 | -2 | -24 | -14 | -2
NR2E3 ag-1 | -2 | 4 | 2 | 0 | 6 | 0 | x | -4
MITF TRPM1 inh | 0 | -17 | 33 | 5 | -2 | -2 | -3 | 16

[25] CCOc1ccccc1O[C@H](c1ccccc1)[C@H]1CNCCO1
[26] CCOC(=O)/C(=C\C=C1/Sc2ccccc2N1CC)C(C)=O
[27] Cn1c(=O)c2c(nc(N/N=C/c3cccs3)n2C)n(C)c1=O
[28] COc1cccc(-c2nnc(NC(C)=O)o2)c1
[29] Cc1ccc(S(=O)(=O)N(C)CC(=O)NCCCn2ccnc2)cc1
[30] O=[N+]([O-])c1ccc(/C=C/c2nc3ccc([N+](=O)[O-])cc3[nH]2)cc1
[31] Cc1nn(CC(=O)N(C)Cc2ccccc2)c(=O)c2cccn12
[32] CCC(C)(C)NC(=O)CN(Cc1ccc(F)cc1)C(=O)CCC(=O)Nc1ccccn1
Compound | 25 | 26 | 27 | 28 | 29 | 30 | 31 | 32
C8 TRAIL sens | 16 | 4 | -5 | -7 | -12 | 32 | 10 | 17
TWEAK Fn14 block | -35 | -11 | 5 | 12 | 14 | 34 | 0 | 22
TROY NFkB inh | 1 | -8 | -29 | -25 | -22 | 17 | 14 | -12
NR2E3 ag-2 | 7 | -27 | -38 | -27 | -20 | -12 | 13 | -2
HIF-2a inh | -9 | -68 | -45 | -21 | 9 | -85 | -16 | 10
Shn3 inh set2 | -7 | 13 | -19 | -10 | 7 | -43 | -7 | -3
CF NFkB block | 0 | -42 | -12 | -15 | -5 | -16 | -14 | 2
KKLEB tox | 22 | 9 | 7 | 2 | 8 | -44 | 10 | -26
Peg3 prom inh | -7 | -28 | -17 | -23 | 10 | -62 | -23 | 21
NR2E3 ag-1 | 7 | -4 | -4 | 3 | 2 | 1 | -5 | 2
MITF TRPM1 inh | -9 | -10 | -13 | -10 | -1 | -25 | 0 | 4

[33] CC1CC(C)CN(C(=O)/C(=C\c2ccccc2)c2ccccc2)C1 (stereo not drawn)
[34] C=CCNC(=O)C1CCN(C(=O)c2ccc(-c3ccccc3)cc2)CC1
[35] COc1cccc(NC(=O)CN(C)CC(=O)c2c(C)[nH]c3ccccc23)c1
[36] CNc1cc(-c2c(OC)cccc2OC)ncn1
[37] CSc1cccc(NC(=O)c2nnn(CC(=O)Nc3cc(C)cc(C)c3)c2N)c1
[38] CCCNC(=O)C1(C)CCCN(C(=O)COCc2ccccc2)C1 (stereo not drawn)
[39] COc1ccc(N2CC(C(=O)OCC(=O)c3ccc(C)cc3)CC2=O)cc1 (stereo not drawn)
[40] COc1cc(OC)cc(C(=O)N2CCCC(c3nc(-c4ccc(C)o4)no3)C2)c1 (stereo not drawn)
Compound | 33 | 34 | 35 | 36 | 37 | 38 | 39 | 40
C8 TRAIL sens | 28 | -8 | -9 | -8 | 3 | -12 | 1 | 22
TWEAK Fn14 block | -5 | 5 | -17 | -10 | -27 | 12 | 20 | 12
TROY NFkB inh | -5 | -2 | -2 | -15 | -16 | 0 | -8 | 23
NR2E3 ag-2 | 25 | 8 | -15 | -34 | -1 | 1 | 14 | -14
HIF-2a inh | 30 | -4 | -7 | 6 | 0 | 7 | 16 | -7
Shn3 inh set2 | -4 | -6 | -8 | -10 | -1 | 9 | -9 | -4
CF NFkB block | -4 | -1 | -5 | 6 | 5 | -17 | -15 | -2
KKLEB tox | 2 | -10 | -11 | -3 | 1 | 12 | 0 | 3
Peg3 prom inh | 33 | 15 | -3 | -4 | 27 | -16 | 0 | -8
NR2E3 ag-1 | -3 | 5 | 4 | x | 1 | x | 4 | 8
MITF TRPM1 inh | -7 | -1 | 5 | x | -9 | x | 11 | -6

[41] COc1ccc(CN=C2NC(=O)CC(C(=O)Nc3ccccc3C)S2)cc1 (stereo not drawn)
[42] CC(C)(C)OC(=O)N1CCC[C@H]1C(=O)NCc1ccc(Cl)cc1Cl
[43] COc1cccc(O[C@@H]2O[C@@H]3COC(C)(C)O[C@H]3[C@H](O)[C@H]2NC(C)=O)c1
[44] COc1ccc(C(=O)C[n+]2cccc3cc(C)ccc32)cc1
[45] CCc1ccc(C(C)NC(=O)c2cccs2)cc1 (stereo not drawn)
[46] Cn1c(=NC(=O)COc2ccccc2)sc2ccccc21
[47] COC(=O)c1ccc(OC(=O)CN2C(=O)c3ccccc3C2=O)cc1
[48] C/C=C/c1ccc(OCCCn2cncn2)c(OC)c1
[49] COC(=O)c1ccc(NC(=S)NC(=O)C2CCC2)cc1
[50] Cn1c(CS(=O)Cc2c(Cl)cccc2Cl)nnc1SCc1c(Cl)cccc1Cl (stereo not drawn)
[51] COc1ccccc1CNC(=O)CN1C(=O)NC2(CCCC2)C1=O
Compound | 41 | 42 | 43 | 44 | 45 | 46 | 47 | 48 | 49 | 50 | 51
C8 TRAIL sens | -1 | 2 | -7 | 1 | -4 | 13 | -7 | -7 | -4 | 0 | -13
TWEAK Fn14 block | -9 | -19 | -7 | 1 | 4 | -22 | 7 | -14 | -19 | -7 | 3
TROY NFkB inh | -1 | -19 | 0 | 2 | 6 | 5 | 25 | -26 | -12 | 8 | -1
NR2E3 ag-2 | 17 | 4 | -1 | 3 | 40 | -164 | -27 | -34 | -17 | 19 | -7
HIF-2a inh | 8 | 8 | 7 | 18 | 10 | -284 | 21 | -51 | -37 | 18 | -4
Shn3 inh set2 | 7 | -16 | 7 | 14 | 9 | -151 | -10 | -5 | -12 | 20 | 1
CF NFkB block | 5 | -6 | -1 | -23 | -1 | -15 | -8 | 0 | -16 | 5 | 1
KKLEB tox | 0 | 3 | 8 | 10 | 8 | -2 | 6 | 2 | 23 | -4 | 8
Peg3 prom inh | 9 | 3 | 4 | 16 | 26 | -246 | -5 | -41 | -67 | 31 | 11
NR2E3 ag-1 | 3 | -1 | 2 | 5 | 2 | -1 | 4 | -3 | -1 | 1 | 0
MITF TRPM1 inh | 12 | -6 | -5 | 9 | 7 | -48 | -8 | -5 | -10 | 14 | -1
